Source: PubChem BioAssay (National Center for Advancing Translational Sciences (NCATS))
Epigenetic derep: regulators of epigenetic silencing causing reporter derepression in mouse cells | murine LDR cells, GFP reporter derepression, 30 h | Potency, µM (titrated, usually from 53.9 µM), for the others: at the top dose GFP activation, hits mostly activators | 0.2% of 280,000 active; also: potency is read from the fitted curve at half-maximal effect; % of control where 0% means no effect; nearly all actives have a fitted effect of over 60% in size
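Readout is the number of GFP-expressing murine LDR cells, counted by cytometry following washing. Cells were treated with compound for 30 h at 37 C; the stably integrated CMV-GFP locus is normally silent.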
Luc counter: counter-screen: inhibitors of Kinase-Glo firefly luciferase | Q27757 | 0.28% of 200,000 active | Kinase-Glo luciferase, ATP luminescence, 8 min | Potency, µM (series often up to 38.3 µM), for the others: at the top dose activity change, negative = inhibition, most hits filed as inhibitors | AID 1379; also: potency is read from the fitted curve at half-maximal effect; % is scaled to controls: 0 for no effect and ±100 for the full control effect; nearly all actives have a fitted effect of over 60% in size
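Substrate mix (final 50 mM imidazole pH 7.2, 50 mM KCl, 7 mM MgCl2, 10 uM ATP, 0.01% Tween 20, 0.05% BSA) plus pin-tool compound, then Kinase-Glo detection mix; 8 min ambient, luminescence read.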
CBFb RUNX1 block: blocks binding between human CBF-beta and RUNX1. Q01196+Q13951. AlphaScreen CBFb-His/RUNX1-biotin binding, biochemical. Potency, µM (series often up to 59.8 µM), for the others: at the highest dose activity, negative = inhibition, hits mostly inhibitors. 230,000 tested, under 10 active. AID 1477; also: % of control where 0% means no effect
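CBF-beta (His) and RUNX1 (biotin), 30 nM each; 20 min preassociation; + compound, 15 min; + beads 50 ng each (Ni, streptavidin), 90 min; RT; AlphaScreen read.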
IMPase Li cell: cell-permeable IMPase inhibitors with lithium potentiation | CHO-M1 cells, IP1 TR-FRET (IP-One), carbachol + lithium | Potency, µM (doses to about 59.4 µM), for inactives: at the highest dose activity, negative = IMPase inhibition, actives largely listed as inhibitors | 0.35% of 210,000 active | AID 1457;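 also: IP1 builds up when IMPase is blocked and the TR-FRET signal falls; potency is read from the fitted curve at half-maximal effect; plate controls were basal vehicle for no effect and high inhibitor control for full effect; nearly all actives have a fitted effect of over 50% in size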
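CHO cells stably expressing M1 receptor (2000/well, cultured 16–30 h) treated 30 min at 37C with compound plus low lithium. Cytosolic IP1 by TR-FRET (665/620 ratio and 620 channel) after 10 min lysis; AC50 by Hill fit.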
L3MBTL1 block: blocks human L3MBTL1 | Potency, µM (highest dose often 57.1 µM), for the others: at the top dose activity, negative = inhibition, usual class: inhibitors | AID 485360 | 0.66% of 230,000 active | AlphaScreen L3MBTL1–H3K9me1 peptide binding | Q9Y468; also: potency is read from the fitted curve at half-maximal effect; % is scaled to controls: 0 for no effect and ±100 for the full control effect; nearly all actives have a fitted effect of over 60% in size
Target sequence (Q9Y468 whole entry, looked up): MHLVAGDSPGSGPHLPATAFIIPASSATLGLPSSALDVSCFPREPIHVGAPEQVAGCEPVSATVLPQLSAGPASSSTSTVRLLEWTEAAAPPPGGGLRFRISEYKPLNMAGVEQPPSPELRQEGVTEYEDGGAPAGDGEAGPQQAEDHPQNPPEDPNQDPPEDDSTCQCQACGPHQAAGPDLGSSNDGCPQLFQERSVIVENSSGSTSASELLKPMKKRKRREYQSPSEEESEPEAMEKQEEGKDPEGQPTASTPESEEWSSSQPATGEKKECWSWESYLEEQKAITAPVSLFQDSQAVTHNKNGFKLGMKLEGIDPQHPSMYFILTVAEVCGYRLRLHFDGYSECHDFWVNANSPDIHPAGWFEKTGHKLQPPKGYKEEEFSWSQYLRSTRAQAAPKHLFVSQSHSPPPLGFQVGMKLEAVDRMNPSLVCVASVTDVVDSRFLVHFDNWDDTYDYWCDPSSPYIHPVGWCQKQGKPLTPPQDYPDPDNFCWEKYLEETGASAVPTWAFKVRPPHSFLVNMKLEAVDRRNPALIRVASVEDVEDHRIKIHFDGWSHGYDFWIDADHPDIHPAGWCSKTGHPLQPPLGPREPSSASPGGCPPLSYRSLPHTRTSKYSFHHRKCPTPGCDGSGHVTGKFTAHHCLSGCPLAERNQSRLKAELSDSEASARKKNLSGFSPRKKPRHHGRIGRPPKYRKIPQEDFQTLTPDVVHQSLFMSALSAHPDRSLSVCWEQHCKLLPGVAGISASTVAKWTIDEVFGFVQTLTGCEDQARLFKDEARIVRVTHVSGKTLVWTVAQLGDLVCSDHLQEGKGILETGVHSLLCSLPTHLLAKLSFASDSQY
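AlphaScreen proximity signal between nickel-chelate acceptor and streptavidin donor beads (final 10 ug/mL) reports binding of 50 nM L3MBTL1 to 75 nM biotin-H3 K9me1 peptide; complex incubated with compounds 30 min at room temperature; cefsulodin titration as control.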
NPSR antag: blocks cAMP signaling of the human neuropeptide S receptor | Potency, µM (titrated, usually from 38.3 µM), for the others: at the highest dose activity change, negative = inhibition, hits mostly inhibitors | Q6W5P4 | CHO-NPSR cells, cAMP TR-FRET, antagonist mode | 1% of 220,000 active; also: potency is read from the fitted curve at half-maximal effect; % is scaled to controls: 0 for no effect and ±100 for the full control effect; nearly all actives have a fitted effect of over 50% in size; many of its hits are not listed in these tables
HTT aggregate: inhibitors of mutant huntingtin aggregate formation in PC12 cells. PC12 HttQ103-GFP aggregates, Acumen cytometry, 40 h. Potency, µM (highest dose often 46.1 µM), inactives show at the top dose activity change, negative = inhibition, most hits filed as inhibitors. 1.1% of 220,000 active; also: potency is read from the fitted curve at half-maximal effect; % is scaled to controls: 0 for no effect and ±100 for the full control effect; nearly all actives have a fitted effect of over 60% in size
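Steps: seed 1500 PC12 HTTQ103-GFP cells/well; add tebufenozide, 100 nM final; add compound titration; add ATPLite reagent; quantify GFP aggregates by laser scanning cytometry.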
* hit, by the source's call; ? = inconclusive; nt = not tested or not shown; & = joins results of further samples; ! = repeats disagree; [ ] = remark or other dose. Calls follow the shape of the dose curve; as a rule, active = well fitted curve in the direction sought with a large enough effect; inconclusive = small, poorly fitted or top-dose-only effect, or another doubt; inactive = no such curve, though single readings can be large; an effect the other way counts as inactive or inconclusive.

SMILES	Epigenetic derep	Luc counter	CBFb RUNX1 block	IMPase Li cell	L3MBTL1 block	NPSR antag	HTT aggregate
O=C(NC(=S)NNS(=O)(=O)c1ccccc1)c1ccccc1[N+](=O)[O-]	4.7%	1%	5%	-3%	11%	23%	17%
O=C(NCc1cccnc1)C(C(=O)c1ccc(F)cc1)n1ccccc1=O (configuration not stated)	3.0%	0%	4%	24%[38.3 µM]	nt	-7%[46.1 µM]	6%
O=C(NCC(=O)N(Cc1ccccc1)C(C(=O)NC1CCCC1)c1ccco1)c1ccco1 (configuration not stated)	0.0%	-4%	6%	39%[activator][38.3 µM]	nt	-12%[46.1 µM]	1%
COc1ccc2[nH]c(=O)c(C(=O)O)cc2c1	1.1%	-1%	3%	?	nt	20%	3%
O=C(CN1C(=O)c2ccccc2C1=O)Nc1ccc(S(=O)(=O)NCC2CCCO2)cc1 (configuration not stated)	13%	0%	10%	17%[38.3 µM]	-2%	-16%[46.1 µM]	3%
CCc1ccccc1NC(=O)CSc1nnc(-c2ccco2)n1N	-0.9%	2%	1%	-5%[38.3 µM]	3%	-9%[46.1 µM]	5%
O=C(O)COc1ccccc1C(Nc1cccnc1)c1cc(Cl)c2cccnc2c1O (configuration not stated)	-1.3%	nt	1%	13%	nt	2%	20%
NS(=O)(=O)c1cccc(NC(=O)COC(=O)Cc2ccc(Cl)cc2)c1	-1.4%	-1%	3%	2%	5%	16%	9%
Cn1c(=O)c(C(=S)NC(=O)C2CC2)c(N)n(Cc2ccccc2)c1=O	?	0%	3%	31%[38.3 µM]	4%[11.4 µM]	-14%[46.1 µM]	-15%
CCOc1ccccc1-n1c(SCC(=O)NC(C)CC)nnc1-c1ccoc1C (configuration not stated)	0.0%	0%	0%	27%[38.3 µM]	-6%	-17%[46.1 µM]	-7%
COc1cc(OC)cc(OCC(O)Cn2ccnc2)c1 (configuration not stated)	1.3%	-2%	3%	-3%[38.3 µM]	1%	15%[7.67 µM]	2%
CC12CCCCC1c1ccccc1C(=NCC(=O)O)N2 (configuration not stated)	0.0%	-6%	2%	-6%[38.3 µM]	3%	4%[46.1 µM]	1%
O=C(Cn1cc([N+](=O)[O-])cn1)NCCc1nc2ccccc2[nH]1	-1.1%	-1%	2%	-8%	-1%	4%	25%
CCOC(=O)CNC(=S)N(Cc1cccs1)C1CCCCC1	1.0%	2%	10%	7%	4%	-4%	1%
NC(=O)CCS(=O)(=O)c1ccccc1	2.4%	2%	2%	-5%[38.3 µM]	4%	-5%[46.1 µM]	-14%[9.22 µM]
C/C(CC(=O)Nc1ccccn1)=N\NC(=O)c1ccccc1	0.0%	-2%	-1%	-1%	2%	15%	13%
O=C(c1ccccc1)n1ccc(-c2cccs2)n1	0.7%	nt	-3%	nt	31%[activator]	-14%	-4%[9.22 µM]
CC(=O)c1c(-c2ccccc2)c2ccccc2[nH]c1=O	-0.1%	-3%	1%	10%	-3%	6%	nt
COc1ccc(NC(=O)C(=O)NCC(=O)Nc2cccc(C(F)(F)F)c2)cc1	6.8%	0%	-1%	-5%	3%	8%	-12%[9.22 µM]
N#C/C(=N\O)c1nc(-c2ccccc2)cs1	1.5%&6.5%	0%&-5%	2%&-1%	-7%&-14%[38.3 µM]	-4%&3%	-7%&-7%[46.1 µM]	8.9µM*!
Cc1ccccc1-c1ccc(=O)n(CC(=O)Nc2ccc(-n3cnnn3)cc2)n1	0.0%	nt	10%	nt	nt	-5%	9%[9.22 µM]
COc1ccc(S(=O)(=O)NCCSC(C)(C)C)c(Cl)c1Cl	-1.0%	-1%	-7%	36%[activator][38.3 µM]	nt	-6%[46.1 µM]	-2%
O=C(O)c1ccc(COc2ccc(Cl)cc2)o1	0.0%	1%	5%	-6%[38.3 µM]	nt	-8%[46.1 µM]	-2%
COc1ccc(COC(=O)Nc2c(SC)nsc2SC)cc1	0.0%	-2%	-2%	-1%	-6%	0%	-7%
CC(=O)c1ccc(NC(=O)COc2ccccc2C(=O)Nc2ccc(C)cn2)cc1	0.9%	0%	-9%	?	1%[11.4 µM]	-31%	16%
CCOc1ccccc1Nc1nnc(SC(C)C(=O)Nc2nc(-c3ccccc3)cs2)s1 (configuration not stated)	9.0%	1%	-12%	6%	-5%	3%	8%
Cc1ccc(S(=O)(=O)/N=C(\CN2CCOCC2)N2CCOCC2)cc1	1.9%	0%	-3%	-5%[38.3 µM]	10%	-1%[46.1 µM]	5%
COc1ccc(Cn2nnnc2CN2CCN(c3ccc(OC)cc3)CC2)cc1	-1.1%	nt	-3%	9%	-17%	10%	17%[9.22 µM]
CCOc1cc(/C=N/O)cc(Br)c1OCC	0.0%	1%	4%	12%	-5%	-3%[46.1 µM]	?
CCOc1ccc(S(=O)(=O)Nc2nc3ccc(OC)cc3s2)cc1	-0.7%	18%	-5%	-8%[38.3 µM]	nt	-5%[46.1 µM]	13%
CCN(CC)S(=O)(=O)c1ccc(-n2cnnn2)c(C)c1	-3.1%	1%	-5%	-5%[38.3 µM]	nt	1%[46.1 µM]	-8%[9.22 µM]
CCCSc1cc(NCCOC(=O)CCC)c([N+](=O)[O-])c2nonc12	0.0%	4%	-2%	-2%	-15%	-13%[46.1 µM]	4%
Cc1ccc(-c2cc3ncc(C#N)c(N)n3n2)cc1	-1.6%	-8%	-5%	?	51%[activator]	?	12%
CNC(=O)CO/N=C/c1ccc(N(C)C)cc1	0.5%	-2%	-3%	11%	2%	7%	0%
O=C(NCCc1ccccc1)C1CCC(CNc2c(N3CCCCC3)c(=O)c2=O)CC1 (configuration not stated)	10%	3%	0%[2.36 µM]	9%	-1%	5%	19%
O=C(N/N=C/c1cc2c(cc1Cl)OCO2)c1ccncc1	9.5%	-6%	0%	-9%	-4%	-14%	0%
O=C(NC1CCCCCC1)C1C2C=CC3(CN(Cc4cccnc4)C(=O)C13)O2 (configuration not stated)	1.7%	-1%	6%	9%[38.3 µM]	4%	7%[46.1 µM]	-1%
CCn1c(SCC(=O)Nc2cccc(C)c2)nc2c(c1=O)SC(C)C2 (configuration not stated)	0.0%	6%	4%	12%	-16%	-3%	3%
CCC(CC)n1[nH]c(=O)cc1N	-1.0%	0%	-11%	-1%	-7%	0%[46.1 µM]	-18%
COc1ccc(F)cc1C(=O)C1CCCN(C(=O)Cc2c(C)noc2C)C1 (configuration not stated)	1.8%	3%	3%	5%	12%	-6%	5%[9.22 µM]
CCC1c2ccc(C)n2CCN1C(=O)Nc1ccccc1OC (configuration not stated)	?	-1%	-9%	3%	-5%	-14%[46.1 µM]	-31%
CCCCc1ccc(-c2ccc(Br)cc2)nc1	2.1%	-9%	4%	9%	35%[activator]	-3%[46.1 µM]	-9%
CCOC(=O)N1CCN(C(=O)CCN2C(=O)COc3ccc(C)cc32)CC1	0.0%	-2%	7%	18%[38.3 µM]	-1%[11.4 µM]	-4%[46.1 µM]	-4%
CCN(CC)CCCNC(=O)c1cn(CC)c2ccc(S(=O)(=O)N3CCc4ccccc4C3)cc2c1=O	0.1%&0.1%	1%	7%	10%	nt	-38%	-22%
Cc1ccc(-n2c(C)cc(C(=O)COC(=O)c3c(C)noc3C)c2C)cc1	-1.1%	-12%	-11%	33%[activator][38.3 µM]	-6%	-29%[46.1 µM]	10µM*
CCOC(=O)c1sc(Nc2nc(OC)cc(OC)n2)nc1C	1.2%	nt	-1%	12%	5%	9%	-5%[9.22 µM]
Cc1ccc(S(=O)(=O)N(C)c2ccc(OCC(=O)Nc3nc(-c4ccccc4)cs3)cc2)cc1	1.9%	-3%	-4%	12%	-7%	3%	25%
O=Cc1ccccc1OCCOc1ccccc1C=O	0.0%	-4%	11%	34%[activator]	7%	20%[46.1 µM]	35µM*
CN1CCN(C(=O)CN(c2cc(C(F)(F)F)ccc2Cl)S(C)(=O)=O)CC1	-4.2%	2%	0%	29%[38.3 µM]	nt	-14%[46.1 µM]	-15%
O=C(CSc1nnc(Cn2c(=O)sc3ccccc32)n1-c1ccccc1)N1CCCCCC1	-1.0%	1%	-4%	12%	26%	4%[46.1 µM]	4%
O=S1(=O)CCC(S(=O)(=O)N2CCCCCC2)C1 (configuration not stated)	-0.1%	-5%	11%	5%	9%	-6%[46.1 µM]	19%
CN1CCN(CCC2Oc3cc([N+](=O)[O-])ccc3NC2=O)CC1 (configuration not stated)	-1.7%	3%	5%	5%	2%	-2%	-2%
O=C(O)c1ccccc1N/N=C/C1=C(N2CCOCC2)C(=C\c2ccccc2)/CC1	0.1%	nt	?	nt	-13%	?	1%[9.22 µM]
CCC(C)(C)NC(=O)C(c1cccnc1)N(CCOC)C(=O)Cn1nnc2ccccc21 (configuration not stated)	-0.4%	7%	10%	-16%[38.3 µM]	0%	-26%[46.1 µM]	1%
CC(Sc1ccccc1)C(=O)N/N=C/c1cccnc1 (configuration not stated)	-1.0%	0%	2%	7%	69%[activator]	-11%	3%[9.22 µM]
CCn1nnnc1SCC(=O)NCc1cccs1	?	nt	10%	nt	33%[activator]	-9%[46.1 µM]	22%
O=C(Nc1ccc(N2CCOCC2)cc1)c1cn2ccccc2n1	2.4%	4.5µM*	3%	1%[38.3 µM]	12%	-2%[46.1 µM]	17%
CC(/C=C/C=C/c1ccccc1)=N/NC(=O)C(O)c1ccccc1 (configuration not stated)	0.0%	nt	-6%	nt	nt	-10%	-22%[9.22 µM]
Cc1cc(C)n2nc(SCC#N)nc2n1	-1.0%	2%	3%	3%	13%	3%[46.1 µM]	4%
O=C1CC(N2CCCc3ccccc32)C(=O)N1c1ccccc1 (configuration not stated)	1.7%	-3%	3%	-6%[38.3 µM]	-9%	8%[46.1 µM]	3%
CCn1c(SCc2nc(N)nc(N3CCCCC3)n2)nc2c1c(=O)n(C)c(=O)n2C	0.0%	-1%	3%	-1%	8%	13%	-21%

Ordered by value in NPSR antag (ascending): 3 from the list above
molecule,CBFb RUNX1 block,IMPase Li cell,L3MBTL1 block,NPSR antag
CC(Sc1ccccc1)C(=O)N/N=C/c1cccnc1 (configuration not stated),2%,7%,69%[activator],-11%
CC(/C=C/C=C/c1ccccc1)=N/NC(=O)C(O)c1ccccc1 (configuration not stated),-6%,nt,nt,-10%
CN1CCN(CCC2Oc3cc([N+](=O)[O-])ccc3NC2=O)CC1 (configuration not stated),5%,5%,2%,-2%

The list is partial, so the mix of outcomes need not match the whole.
